Screening data deposited in PubChem BioAssay by National Center for Advancing Translational Sciences (NCATS).
Abeta rescue: A-beta toxicity reversal in yeast | yeast expressing A-beta42, growth rescue, OD600, 48 h; response scale: 0% DMSO, 100% iron-clioquinol control | 410,000 tested, 0.063% active | AID 1347071 | Potency, µM (titrated, usually from 46.1 µM), for inactives: at the top dose growth rescue, actives largely listed as activators; also: potency is read from the fitted curve at half-maximal effect; nearly all actives have a fitted effect of over 55% in size
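Yeast A-beta toxicity model in growth medium with pinned compounds, 48 h at 30 C; growth read as absorbance at 600 nm. Normalized to FeCl3/clioquinol equimolar mix (positive) and DMSO (negative).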
FUS suppressor: FUS proteinopathy suppression in yeast | S. cerevisiae FUS-expressing, growth rescue, OD600, 24 h | Potency, µM (doses to about 76.6 µM), inactives show at the highest dose growth rescue (activation), usual class: activators | 390,000 tested, 0.24% active | AID 1347120;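 also: potency is read from the fitted curve at half-maximal effect; plate controls were DMSO vehicle for no effect and reference control for full effect; nearly all actives have a fitted effect of over 55% in size; some results filed as inactive show a strong effect at the top dose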
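Yeast FUS proteinopathy model; galactose-induced FUS (2%), starting OD 0.005. Cpds in dilution series, 24hr, 30C, 99% humidity. Abs 600 nm growth. Pos ctrl CP55940 (top 92uM final); neg ctrl DMSO.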
TDP43 rescue: rescues yeast growth from TDP-43 toxicity. AID 652104. Potency, µM (series often up to 46.1 µM), for inactives: top-dose growth rescue (activation), hits mostly activators. 410,000 tested, 1.8% active. TDP-43 expressing yeast growth rescue, BacTiter-Glo, 24 h; also: potency is read from the fitted curve at half-maximal effect; % of control where 0% means no effect; nearly all actives have a fitted effect of over 50% in size
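Galactose-induced TDP-43 yeast, OD600=0.02, compound pinned; 24 hr, 30 deg C; BacTiter-Glo luminescence for growth. Inhibitors of TDP-43 toxicity read as activators.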
GLP-1R inv ag: acts as inverse agonist at human GLP-1 receptor; P43220; HEK293 GLP-1R CRE-luciferase, luminescence, 24 h; GLP-1R form is constitutively active; Potency, µM (titrated, usually from 38.3 µM), inactives show top-dose activity change, negative = inhibition, hits mostly inhibitors; 410,000 tested, 1.6% active; AID 624417; also: potency is read from the fitted curve at half-maximal effect; % is scaled to controls: 0 for no effect and ±100 for the full control effect; nearly all actives have a fitted effect of over 55% in size
Target sequence (P43220 whole entry, looked up): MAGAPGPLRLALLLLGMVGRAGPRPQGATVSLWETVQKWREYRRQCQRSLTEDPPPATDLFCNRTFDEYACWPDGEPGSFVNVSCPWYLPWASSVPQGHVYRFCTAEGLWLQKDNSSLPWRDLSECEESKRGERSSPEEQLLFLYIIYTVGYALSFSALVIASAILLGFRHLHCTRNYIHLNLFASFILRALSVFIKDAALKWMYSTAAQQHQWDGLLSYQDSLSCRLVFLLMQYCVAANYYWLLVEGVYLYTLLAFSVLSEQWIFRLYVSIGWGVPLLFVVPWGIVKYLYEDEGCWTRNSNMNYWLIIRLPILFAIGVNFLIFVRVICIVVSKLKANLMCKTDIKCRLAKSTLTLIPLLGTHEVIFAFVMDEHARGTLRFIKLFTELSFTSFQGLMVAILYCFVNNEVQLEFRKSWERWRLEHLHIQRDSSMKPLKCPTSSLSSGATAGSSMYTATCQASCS
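Constitutively active GLP-1R drives a cAMP-responsive luciferase in stably transfected HEK293 cells; test compounds are added after overnight (12 h) attachment and left 24 hr, and signal loss in luminescence marks inhibition.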
pAkt inh: Akt phosphorylation inhibition | Neuro2A IGF-stimulated pAkt S473 HTRF, 20 min; active compounds read low | activity change, % for hits at 50 µM | 360,000 tested, 0.32% active; in the data active = activity change below about -80%; inconclusive = mostly about -51% to -80%; also: % is scaled to controls: 0 for no effect and ±100 for the full control effect
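Neuro2A cells (4,500/well, DMEM with 0.5% FBS) were treated with compound at a single 50 µM final concentration, stimulated with 6 nM IGF for 20 min at 37 °C, and lysed. Phospho-Akt Ser473 was read by HTRF as 665/615 ratio ×10^4.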
PTHR1 agonist: activates the human parathyroid hormone receptor PTHR1; Q03431; HEK293 GP2 PTHR1 cells, GloSensor cAMP luminescence, 1 h; Potency, µM (highest dose often 115 µM), for the others: at the highest dose activation, most hits filed as activators; 410,000 tested, 0.075% active; also: potency is read from the fitted curve at half-maximal effect; nearly all actives have a fitted effect of over 55% in size; some results filed as inactive show a strong effect at the top dose; inactives centre near -15; many of its hits are not listed in these tables
Target sequence (Q03431 whole entry, looked up): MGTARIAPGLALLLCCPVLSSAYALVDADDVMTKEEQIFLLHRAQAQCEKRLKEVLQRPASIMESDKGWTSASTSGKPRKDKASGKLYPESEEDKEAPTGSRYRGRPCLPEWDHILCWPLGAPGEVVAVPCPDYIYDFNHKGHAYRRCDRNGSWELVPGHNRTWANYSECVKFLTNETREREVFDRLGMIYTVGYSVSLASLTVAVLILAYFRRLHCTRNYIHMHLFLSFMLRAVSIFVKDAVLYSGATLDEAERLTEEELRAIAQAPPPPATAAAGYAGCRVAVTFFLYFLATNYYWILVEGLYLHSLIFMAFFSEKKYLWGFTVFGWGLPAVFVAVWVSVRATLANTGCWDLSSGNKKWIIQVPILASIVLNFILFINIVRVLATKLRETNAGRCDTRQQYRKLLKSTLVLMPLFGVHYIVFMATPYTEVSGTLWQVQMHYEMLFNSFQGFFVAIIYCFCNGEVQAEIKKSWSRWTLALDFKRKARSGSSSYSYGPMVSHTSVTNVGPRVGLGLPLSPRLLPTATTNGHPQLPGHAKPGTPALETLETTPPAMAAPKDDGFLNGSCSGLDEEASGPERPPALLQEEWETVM
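HEK-293-derived GP2 cells expressing PTHR1 and a GloSensor cAMP reporter, 3,000/well, plated overnight, given luciferin plus IBMX (each 0.5 mM as added) for 1 h at 37 °C, then compound for 1 h at 37 °C. Luminescence was read after 15 min at room temperature.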
Mm-Cpn inhibitor: blocks the Methanococcus maripaludis chaperonin Mm-Cpn; 330,000 tested, 0.031% active; purified Mm-Cpn ATPase, ADP Transcreener TR-FRET; AID 504842; Potency, µM (titrated, usually from 76.9 µM), for the others: at the top dose activity, negative = inhibition, hits mostly inhibitors; also: potency is read from the fitted curve at half-maximal effect; % is scaled to controls: 0 for no effect and ±100 for the full control effect; nearly all actives have a fitted effect of over 80% in size
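25 nM Mm-CPN + cpd, 10 min 37°C; + 10 uM ATP, 30 min 37°C; buffer 30 mM Tris pH 7.4, 100 mM KCl, 5 mM MgCl2, 1 mM DTT; Transcreener ADP HTRF detection 30 min RT.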
aSyn yeast inh: alpha-synuclein toxicity inhibition in yeast. Yeast expressing alpha-synuclein, growth rescue, BacTiter-Glo, 24 h. Potency, µM (top dose mostly 46.1 µM), for the others: at the top dose growth rescue (activation), actives largely listed as activators. 370,000 tested, 0.14% active; also: potency is read from the fitted curve at half-maximal effect; % of control where 0% means no effect; nearly all actives have a fitted effect of over 65% in size
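Rescue of yeast growth: cells expressing toxic alpha-synuclein, induced in galactose at OD600 0.02, incubated with compound 24 h at 30 C. ATP luminescence quantified growth; inhibitors of toxicity appear as activators.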
GLP1R cytotox: cytotoxicity counter-screen for GLP-1 receptor inverse agonists; Potency, µM (highest dose often 38.3 µM), for inactives: at the top dose activity change, negative = inhibition, most hits filed as inhibitors; 410,000 tested, 0.13% active; HEK293 cAMP-luciferase reporter cells, luminescence, 24 h;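 also: loss of luciferase light is scored as toxicity; potency is read from the fitted curve at half-maximal effect; % is scaled to controls: 0 for no effect and ±100 for the full control effect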
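MLSMR compounds, 24 hr on cells at 37 deg C/5% CO2; luminescence after luciferase reagent (12 min RT). Inhibition counted as the undesired cytotoxic outcome.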
The depositor's hits bear a star; i = inactive; ? = inconclusive; nt = no result given; & = joins results of further samples; [ ] = remark or other dose. Unless noted, calls follow the shape of the dose curve; as a rule, active = well fitted curve in the direction sought with a large enough effect; inconclusive = small, poorly fitted or top-dose-only effect, or another doubt; inactive = no such curve, though single readings can be large; an effect the other way counts as inactive or inconclusive.

SMILES | Abeta rescue | FUS suppressor | TDP43 rescue | GLP-1R inv ag | pAkt inh | PTHR1 agonist | Mm-Cpn inhibitor | aSyn yeast inh | GLP1R cytotox
Cc1ccc(NC(=S)Nc2ccc3cn[nH]c3c2)c(C)c1 | 15% | 9% | 12% | 4% | i | i | 0% | -3% | -1%
Cc1ccc(NC(=O)CN2C(=O)c3ccccc3Sc3ncccc32)c(C)c1 | 4% | ? | 13% | -24% | nt | i | nt | nt | 2%
CCC1(C)Cc2c(sc3nnn(CC(=O)Nc4ccccc4C)c(=O)c23)CO1 (configuration not stated) | 8% | 10% | -12% | 0% | i | -18% | -6% | -1% | -23%
CCN(CC)c1ccc(NC(=O)Cn2cc3c(n2)CCCC3)c(C)c1 | -11% | -11% | ? | -6% | nt | -9% | nt | nt | -3%
O=C(CCc1ccccc1)Nc1ccc(NS(=O)(=O)c2ccccc2)cc1 | 2% | -24% | 12% | -21% | i | i | 1% | -3% | 2%
O=C(COc1cccc2ccccc12)NNC(=O)c1cccs1 | 3% | nt | 15% | -8% | i | i | 2% | 3% | 6%
Cc1ccc(C(=O)NCCc2c[nH]c3ccccc23)c(C)c1 | 1% | 24% | -18% | ? | i | -9% | 1% | 2% | -4%
C[C@H](CO)N1C[C@H](C)[C@@H](CN(C)S(=O)(=O)c2cccs2)Oc2c(NC(=O)Nc3ccc4c(c3)OCO4)cccc2C1=O | -14% | ? | -7% | 6% | i | -12% | -1% | -3% | ?
CCOC(=O)CC(=O)CSc1nc(N)c(C#N)c(-c2ccc(Cl)cc2)c1C#N | 4% | ? | -16% | 6% | i | i | -27% | -1% | 37%
CCC(C)NC(=O)Cn1c(=O)n(Cc2ccc(C(=O)NCc3ccccc3OC)cc2)c(=O)c2ccccc21 (configuration not stated) | 5% | 41% | 21% | 1% | nt | 0% | nt | nt | 0%
O=C(COC(=O)CNC(=O)C1CCCCC1)Nc1cccc(F)c1 | 7% | nt | 19% | 20% | i | i | 2% | 0% | 0%
CCOC(=O)c1cccc(NC(=O)CSc2nnc(-c3cccnc3)n2C)c1 | 4% | 3% | -6% | 8% | i | -2% | 0% | -2% | 11%
COc1ccc(/C=N/N2C(C)CCCC2C)cc1O (configuration not stated) | -5% | 13% | 4% | 5% | i | i | -1% | 0% | 5%
N=c1c(C(=O)NCCN2CCOCC2)cc2c(=O)n3ccccc3nc2n1Cc1ccc(F)cc1 | 2% | 0% | -1% | -13% | i | -4% | 1% | 3% | 54%[activator]
CSC1=NC2(C)CCCCC2C12C=CC(=O)C=C2 (configuration not stated) | -1% | 0% | 18% | 11% | i | i | -3% | 3% | 5%

Compounds above that contain a halogen:
SMILES | Abeta rescue | FUS suppressor | TDP43 rescue | GLP-1R inv ag | pAkt inh | PTHR1 agonist | Mm-Cpn inhibitor | aSyn yeast inh | GLP1R cytotox
CCOC(=O)CC(=O)CSc1nc(N)c(C#N)c(-c2ccc(Cl)cc2)c1C#N | 4% | ? | -16% | 6% | i | i | -27% | -1% | 37%
O=C(COC(=O)CNC(=O)C1CCCCC1)Nc1cccc(F)c1 | 7% | nt | 19% | 20% | i | i | 2% | 0% | 0%
N=c1c(C(=O)NCCN2CCOCC2)cc2c(=O)n3ccccc3nc2n1Cc1ccc(F)cc1 | 2% | 0% | -1% | -13% | i | -4% | 1% | 3% | 54%[activator]

Back to the main list, repeating the 2 entries before the break.
SMILES | Abeta rescue | FUS suppressor | TDP43 rescue | GLP-1R inv ag | pAkt inh | PTHR1 agonist | Mm-Cpn inhibitor | aSyn yeast inh | GLP1R cytotox
N=c1c(C(=O)NCCN2CCOCC2)cc2c(=O)n3ccccc3nc2n1Cc1ccc(F)cc1 | 2% | 0% | -1% | -13% | i | -4% | 1% | 3% | 54%[activator]
CSC1=NC2(C)CCCCC2C12C=CC(=O)C=C2 (configuration not stated) | -1% | 0% | 18% | 11% | i | i | -3% | 3% | 5%
O=C(O)c1ccccc1C(=O)Nc1ccc(-c2csc(-c3ccccc3)n2)cc1 | -28% | 22% | 14% | 49%[activator] | i | -27% | ? | 3% | 9%
CC(=O)N[C@@H](Cc1c[nH]c2ccccc12)C(=O)OCC(=O)NCc1ccc2c(c1)OCO2 | 7% | -1% | -3% | 8% | i | i | -2% | 0% | -8%
Nc1ccc(C(=O)Nc2ccc3nc(-c4ccncc4)[nH]c3c2)cc1 | -2% | -20% | 20% | 39%[activator] | i | -17% | -3% | 0% | 5%
CNC(=S)N1CCN(c2nc3ccccc3s2)CC1 | -5% | -12% | ? | 8% | i | -19% | 1% | 5% | 2%
CC(C)n1nc(C(=O)Nc2nnc(C3CC3)s2)c2ccccc2c1=O | -4% | -13% | ? | 57%[activator] | i | -3% | 0% | ? | -12%
Cc1ccc(C(=O)CSc2nc3ccc(C(=O)NCCN4CCCCC4)cc3c(=O)[nH]2)cc1 | 8% | -19% | 10% | 16% | i | i | 0% | -1% | 6%
Cc1ccc(C)c(N(C)C(=O)c2coc(=O)c3ccccc23)c1 | -1% | -3% | 21% | -15% | i | i | -4% | 14% | -13%
C[C@H](O)[C@@H]1C(=O)N2CCc3c([nH]c4ccccc34)[C@@H]2C[C@@H]1N(C)C(=O)c1cc(Cl)cc(Cl)c1 | -10% | 26% | 10% | ? | i | -6% | nt | 1% | -14%
Cc1ccc(-c2cc(C(=O)N/N=C/c3ccco3)[nH]n2)cc1 | 8% | 11% | -9% | 9% | i | i | 1% | 1% | -20%
COc1ccccc1NC(=O)c1csc2c1CCC(C)C2 (configuration not stated) | -3% | 24% | ? | ? | i | -42%[inhibitor] | -2% | -3% | 1%
CCCC1(C(=O)OCC)NC(c2ccc(O)cc2)C2C(=O)N(c3ccc4c(c3)OCCO4)C(=O)C21 (configuration not stated) | 10% | 8% | -18% | -3% | i | -6%[57.5 µM] | 0% | 8% | ?
O=C(NCc1ccco1)c1ccc(-c2ccc(F)c(F)c2)c2ccoc12 | 17% | 29% | 20µM* | ? | i | -46%[inhibitor] | nt | 1% | -6%
Cc1onc(-c2ccccc2)c1C(=O)NCc1ccc2c(c1)OCO2 | 26% | -18% | -5% | -18% | i | i | 2% | 1% | 4%
NC(=O)c1ccccc1OCC(=O)N1CCc2ccccc2C1 | -6% | 6% | -24% | 16% | i | -28% | 0% | -4% | -6%
CC(C)c1nnc(NC(=O)CCC(=O)NCc2ccc3c(c2)OCO3)s1 | -1% | 21% | -7% | 1% | i | i | 0% | -1% | -11%
COc1ccc(C(=O)Nc2ccccc2C(=O)OCc2cc(=O)n3c4c(sc3n2)CCCC4)cc1 | -16% | -1% | 8% | -3% | nt | -2% | nt | nt | 5%
CCn1c(=O)c2cc(C(=O)NCC(OC)OC)sc2c2ccccc21 | 18% | 3% | 4% | 39%[activator] | i | 1% | 0% | 0% | 1%
Cc1ccc(S(=O)(=O)Oc2ccc(C(c3c(C)[nH][nH]c3=O)c3c(C)[nH][nH]c3=O)cc2)cc1 | 10% | ? | -7% | 8% | i | -7%[57.5 µM] | 1% | 2% | 6%
CCn1cc(C(=O)NCCC2=CCCCC2)c(=O)c2cc(S(=O)(=O)N(C)C)ccc21 | 7% | 2% | ? | 12% | i | -37%[inhibitor] | -2% | 1% | -14%
Cc1ccc(NS(=O)(=O)c2ccc(C(=O)N3CCCN(C)CC3)cc2)cc1 | 12% | 24% | ? | 5.6µM* | i | -11%[57.5 µM] | 0% | 6% | 0%
CN(C(=O)COc1cc(=O)n(C)c2ccccc12)c1cccc(Cl)c1 | -5% | 3% | 0% | 8% | i | -7% | -2% | 5% | -17%
COc1ccc2oc(C(=O)N3CCN(c4ncccn4)CC3)c(C)c2c1 | -3% | 18% | 24% | 52%[activator] | i | -2% | 0% | ? | -2%
COc1ccc(CCNC(=O)c2cc3c(F)cccc3s2)cc1OC | -25% | 50% | -21% | -45% | i | -21% | -1% | 0% | -3%
CCc1ccc(S(=O)(=O)NCCc2csc(-c3cccnc3)n2)s1 | ? | -10% | 13µM* | 0% | i | -34%[inhibitor] | -22% | -26% | 8%
COc1ccccc1NC(=O)Cn1c(=O)n(CC(=O)NCc2ccccc2Cl)c(=O)c2sccc21 | -12% | -26% | -3% | 1% | nt | -11% | nt | nt | -7%
CCOC(CNC(=O)c1cc(C)nn1-c1ccccc1)OCC | -2% | 19% | -20% | 2% | i | -4%[57.5 µM] | 2% | 1% | 10%
CC(=O)Nc1cccc2cc(S(=O)(=O)O)ccc12 | -15% | -17% | 18% | 6% | i | i | nt | 1% | 7%
CCc1ccc(OCC(=O)NC(=S)Nc2ccc(F)cc2)c(Br)c1 | 6% | ? | -9% | -17% | i | -5%[57.5 µM] | 0% | -7% | -7%
CNC(=O)c1cc(Nc2nnc(-c3ccc(O)cc3)c3ccccc23)ccc1OC | 2%&-13% | 14%&7% | -12%[0.397 µM] | 57%&8%[activator] | i | -8% | 2% | 4% | -10%&-7%
COC(=O)C1=C(C)N(c2ccc(C(=O)OC)cc2)C(=O)C1 | -4% | 26% | 12% | 0% | i | 5% | -2% | 11% | 15%
Cc1cccc(NS(=O)(=O)c2ccc(Br)s2)n1 | 25% | 10% | 1% | 0% | i | -19%[57.5 µM] | 1% | 2% | -3%

Not all compounds are listed, so the mix of outcomes need not match the whole.
